MBD2 inh: inhibitors of MBD2 binding to methylated DNA, primary screen, biochemical, TR-FRET, DNA-binding domain, human; MBD2 binding to methylated oligonucleotide; AID 686964, 2013; actives 0.31% (n = 370,000); inhibition, % at 4.4 µM; Methyl-CpG-binding domain protein 2 (Homo sapiens), Q9UBB5; in the data active means inhibition above about 13%
hcDAF-12 act: H. contortus DAF-12 nuclear receptor activators, primary screen, cell-based, luminescence, HEK293, lit1-tk-luc reporter. AID 652067, 2013. activation, % at 6.8 µM. HEK293 hcDAF-12 lit1-tk-luc reporter; 0% DMSO, 100% Δ7-dafachronic acid. actives 1.4% (n = 370,000);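 active means activation above the mean of all tested compounds plus 3 SD, cut at about 5.5% in these data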;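 further: 100% = response to 3 µM Δ7-dafachronic acid high control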
hgDAF12 agonist: H. glycines DAF-12 receptor agonists, primary screen, cell-based, luminescence, HEK293, GAL4 fusion, UAS-luciferase. actives 1.8% (n = 370,000). HEK293 GAL4-hgDAF12 UAS-luciferase reporter, agonist luminescence; normalized to butyrate control. activation, % at 6.8 µM. Nuclear hormone receptor DAF-12 (Heterodera glycines), GAL4 fusion;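 active means activation above a cutoff set at the mean of all screened compounds plus 3 SD, cut at about 10% in these data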;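 further: 0% = DMSO wells and 100% = sodium butyrate wells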
PLC-beta3 inh: human PLC-beta3 inhibitors, primary screen, biochemical, fluorescence. 1-phosphatidylinositol 4,5-bisphosphate phosphodiesterase beta-3 (Homo sapiens), Q01970. Purified PLC-beta3, fluorogenic substrate. inhibition, % at 12.2 µM. actives 0.18% (n = 370,000); in the data active means inhibition above about 11%;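 further: 0% = median of compound wells on plate and 100% = full blocker control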
DAX1 inh-1: DAX1 (NR0B1) inhibitors, primary screen, cell-based, HEK293, Gal4-DAX1, luciferase luminescence; Nuclear receptor subfamily 0 group B member 1 (Homo sapiens), P51843; HEK293 Gal4-DAX1 luciferase reporter; inhibition, % at 6.75 µM; actives 0.99% (n = 340,000); AID 504766, 2011;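 active means inhibition above the mean over all tested compounds plus 3 SD, cut at about 4.2% in these data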;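 further: 0% = DAX1-transfected cells with DMSO and 100% = empty-vector control cells with DMSO; inhibition shows as a rise in luminescence from relieved DAX1 repression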
Target sequence (P51843 207-470 limits assumed): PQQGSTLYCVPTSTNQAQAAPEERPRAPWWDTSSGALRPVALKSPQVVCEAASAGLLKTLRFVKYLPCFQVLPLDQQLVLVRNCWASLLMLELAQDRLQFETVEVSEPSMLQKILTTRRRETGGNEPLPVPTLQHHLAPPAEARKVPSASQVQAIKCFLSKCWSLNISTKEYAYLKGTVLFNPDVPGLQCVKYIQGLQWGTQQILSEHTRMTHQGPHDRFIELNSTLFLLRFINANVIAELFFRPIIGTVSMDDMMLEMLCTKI
PLCg1 inh: PLC-gamma1 enzyme inhibitors, primary screen, biochemical, fluorescence, purified enzyme; 1-phosphatidylinositol 4,5-bisphosphate phosphodiesterase gamma-1 (Homo sapiens), P19174; fluorogenic substrate; inhibition, % at 12.2 µM; actives 0.84% (n = 370,000); AID 720700, 2013; in the data active means inhibition above about 9.5%
ssDAF12 agonist: S. stercoralis DAF-12 nuclear receptor activators, primary screen, cell-based, luminescence, HEK293, GRIP1 co-expression, lit1-tk-luc; Nuclear hormone receptor DAF-12 (Strongyloides stercoralis); HEK293 ssDAF-12/GRIP1 lit1-tk-luc reporter; % of 3 µM dafachronic acid response; activation, % at 6.8 µM; actives 1% (n = 370,000);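 active means activation above the mean over all tested compounds plus 3 SD, cut at about 0.9% in these data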;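 further: 0% = DMSO-only wells and 100% = 3 µM delta7-dafachronic acid wells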
ADAM17 inh: ADAM17 inhibitors, primary screen, biochemical, QFRET | recombinant ADAM17, EDANS/DABCYL FRET peptide cleavage | actives 0.83% (n = 370,000) | inhibition, % at 6.95 µM;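 active means inhibition above the mean of compounds lying between control limits plus 3 SD, set per campaign, cut at about 8.5% in these data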;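 further: 0% = DMSO-only wells as the low control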
Target sequence (P78536 215-824 limits assumed): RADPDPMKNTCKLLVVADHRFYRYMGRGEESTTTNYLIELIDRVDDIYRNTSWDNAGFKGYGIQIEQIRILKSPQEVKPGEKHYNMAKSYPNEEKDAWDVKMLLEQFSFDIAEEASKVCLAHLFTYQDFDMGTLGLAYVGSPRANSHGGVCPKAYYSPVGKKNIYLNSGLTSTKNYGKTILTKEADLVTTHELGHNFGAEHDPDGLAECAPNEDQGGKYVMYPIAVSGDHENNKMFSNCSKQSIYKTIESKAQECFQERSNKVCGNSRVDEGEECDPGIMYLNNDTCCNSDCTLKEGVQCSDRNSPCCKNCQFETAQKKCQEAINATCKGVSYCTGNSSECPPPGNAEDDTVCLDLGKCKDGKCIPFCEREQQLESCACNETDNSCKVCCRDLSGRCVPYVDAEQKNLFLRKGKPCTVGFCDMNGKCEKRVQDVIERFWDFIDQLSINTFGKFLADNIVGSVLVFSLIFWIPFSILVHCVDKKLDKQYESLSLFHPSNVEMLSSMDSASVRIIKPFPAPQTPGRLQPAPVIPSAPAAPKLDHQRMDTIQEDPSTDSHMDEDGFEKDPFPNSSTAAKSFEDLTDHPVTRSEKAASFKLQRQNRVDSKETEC
DAX1 inh-2: DAX1 (NR0B1) inhibitors on StAR promoter, primary screen, cell-based, luminescence, SF-1 (NR5A1), full-length DAX-1; HEK293T StAR-luciferase reporter, SF-1/DAX-1 repression relief; inhibition, % at 6.8 µM; actives 1.1% (n = 370,000); AID 652010, 2013;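 active means inhibition above the mean over all tested compounds plus 3 SD, cut at about 3.6% in these data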;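 further: 0% = DAX-1 cells with DMSO and 100% = cells lacking DAX-1 with DMSO; higher inhibition means more luminescence from relief of DAX-1 repression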
SMARCA2 act: SMARCA2 (BRM) function activators, primary screen, cell-based, luminescence, high throughput; activation, % at 9.1 µM; MG213 cells, MMTV-luciferase reporter, dexamethasone, overnight; actives 1% (n = 370,000); AID 652017, 2013; in the data active means activation above about 7.8%;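 further: 0% = vehicle wells and 100% = reference activator wells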
NR1D1 modulator: modulators of Rev-erb alpha DNA binding, primary screen, biochemical, FITC-DNA, fluorescence polarization, uHTS; Nuclear receptor subfamily 1 group D member 1 (Homo sapiens), P20393; Rev-erbα–FITC-DNA binding, 90 min; activity, % at 10 µM; actives 0.79% (n = 370,000);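 active means activity above about 14%, limit read from the data; passing the limit was not always enough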;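 further: 0% = DMSO wells with 35 nM protein and 100% = DMSO wells with 750 nM protein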
* hit, by the source's call; . = not tested or not shown.

compound	MBD2 inh	hcDAF-12 act	hgDAF12 agonist	PLC-beta3 inh	DAX1 inh-1	PLCg1 inh	ssDAF12 agonist	ADAM17 inh	DAX1 inh-2	SMARCA2 act	NR1D1 modulator
CCN(CC)C(=O)c1cccc(-c2csc(C(NC(C)=O)c3ccccc3)n2)c1 (stereo not drawn)	5.2	-2.2	-0.5	-8.4	.	-9.2	-1.3	-5.0	-1.1	-2.2	-1.6
Cc1cccc(-n2c(SCc3ccc([N+](=O)[O-])cc3)nnc2-c2c[nH]c3ccccc23)c1	4.8	0.5	3.7	-1.4	2.5	1.4	-1.0	-1.0	-0.5	0.8	3.2
CCN(C(=O)COC(=O)c1[nH]c(C)c(C(C)=O)c1C)c1c(N)n(Cc2ccccc2)c(=O)[nH]c1=O	3.2	-1.1	2.3	-5.5	0.2	-2.1	-1.1	-2.7	0.1	-2.1	-0.7
COc1ccccc1CN1CC(C(=O)N2CCCCCCC2)CCC1=O (stereo not drawn)	2.1	1.4	-2.3	-6.9	0.2	1.8	-0.6	-4.0	0.9	-2.1	6.6
Oc1cccc(Nc2nc(O)c(/C=C3\C=Nc4ccccc43)s2)c1	-3.6	6.8*	10.3	-101.4	-0.5	-62.3	0.5	0.9	1.2	10.7*	8.7
CC(OC(=O)C1=Cc2ccccc2OC1)C(=O)NC1CCCC1 (stereo not drawn)	-7.6	0.5	-1.5	-5.6	-0.1	-1.5	-1.6	-1.0	-0.3	4.3	.
COc1cccc(N2CCN(C(=O)CSc3ccc(F)cc3)CC2)c1	1.5	0.7	1.3	-9.0	0.5	-3.3	-1.1	-1.7	1.0	0.8	2.4
O=C(C1CCN(Cc2ccccc2)CC1)N1CCCC1	5.3	-0.4	-1.4	-1.5	-0.8	0.2	-0.7	-4.8	-1.1	-2.2	0.8
CCOc1ccc(NC(=O)N2CCC(NC(=O)C(Cc3ccc(OC)c(OC)c3)NC(C)=O)CC2)cc1 (stereo not drawn)	-2.5	0.5	0.0	5.1	-0.3	0.9	-0.6	-0.7	-0.1	-0.6	-7.6
CN1C(=O)CSc2ccc(NC(=O)N3CCN(c4ccccn4)CC3)cc21	-3.5	1.2	-3.9	0.8	1.0	2.0	-0.8	-3.0	-0.8	-1.1	-5.7
Cc1cc(C(=O)N2CCN(c3ccc([N+](=O)[O-])cc3)CC2)no1	-6.9	-1.8	-3.7	8.7	-0.8	9.5*	-1.8	7.8	-0.5	-5.2	4.9
CCCCNC(=O)N1CCc2[nH]c3ccccc3c2C1	-5.2	4.6	1.7	-191.7	0.4	-129.6	0.4	-17.4	0.2	0.1	-0.4
CCSc1ncc(Cl)c(C(=O)Nc2cc(C)ccc2C)n1	0.0	-2.3	-3.4	-2.8	1.6	-2.7	-1.9	-0.7	0.0	-0.3	7.8
COC/C=C/C1=CC2=CC(=O)C(C)(OC(=O)c3cnc4ccccc4n3)C(=O)C2=CN1CCN1CCOCC1 (stereo not drawn)	-6.4	-1.5	-1.6	-9.4	0.7	-7.8	-0.9	-4.0	-0.3	0.1	-3.4
COc1cccc(NC(=S)NN=C2CCCCCC2)c1	1.2	0.8	6.1	-9.1	-0.4	-3.7	-0.5	-5.9	0.2	2.4	1.1
Cc1ccsc1/C=N/NC(=O)CN1CCN(S(=O)(=O)c2ccc(Br)cc2)CC1	1.1	-1.6	0.6	-1.3	-0.6	-2.6	-0.7	1.6	-0.5	-2.1	-2.6
Cc1cc(C)nc(N/N=C/c2c(CO)cnc(C)c2O)n1	-4.8	-3.1	-4.4	-95.6	1.3	-60.2	-1.4	-31.7	-0.8	-2.3	-5.9
Cn1c(Cl)c(/C=N/OC(=O)c2ccccc2Cl)c2ccccc21	4.1	-0.7	-0.1	-6.0	0.3	0.2	-0.6	-1.8	-0.8	0.6	-1.0
COc1ccc(/C(O)=C2/C(=O)C(=O)N(c3ccccn3)C2c2cccc(Cl)c2)cc1 (stereo not drawn)	-0.1	3.1	1.4	-10.7	2.1	0.0	-1.7	1.7	0.0	2.7	0.9
CC(C)[C@@H]1COC(c2cccc(C3=N[C@H](C(C)C)CO3)c2)=N1	3.8	4.2	5.1	-1.6	1.1	0.7	-0.6	-4.9	1.3	4.6	0.5
CCOC(=O)C1=CC[C@@H](c2ccc([N+](=O)[O-])cc2)N(S(=O)(=O)c2ccc(C)cc2)[C@H]1c1ccccc1	1.7	-2.1	-1.2	5.3	.	-1.1	-1.5	-0.6	-0.4	-2.5	1.0
O=C1C=CC(=O)c2c(O)c(CO)c(CO)c(O)c21	57.3*	1.9	-0.5	-62.2	3.1	-15.4	-1.6	-17.4	-1.1	-1.9	-45.6
Cc1cccc(C)c1N1C(=O)c2ccccc2NC(=O)C1C(=O)Nc1ccc(N2CCOCC2)cc1 (stereo not drawn)	-8.1	-1.0	0.6	-21.5	.	-14.5	-1.6	-6.0	1.4	7.5	-1.2
CC(C)C[C@H]1CN([C@@H](CC(C)C)CN2CCCC2CN2C(=S)NC[C@@H]2Cc2ccc(O)cc2)C(=S)N1CC1CCCCC1 (stereo partly drawn)	-2.0	-0.8	-0.5	0.8	-0.2	4.0	-0.7	1.6	1.0	5.0	4.6
CN(CCc1cnn(C)c1)Cc1nc(CC2CC2)no1	-2.7	-0.1	1.5	-13.6	1.9	1.4	-1.7	-1.8	0.4	-1.8	-1.2
O=C(NC1CCCC1)C(c1ccc(F)cc1)N1CCC(O)(c2ccc(Cl)cc2)CC1 (stereo not drawn)	-2.7	-0.1	-0.6	3.3	.	6.4	-1.2	-0.2	1.9	12.8*	0.7
O=C1CC(c2ccccc2)CC(O)=C1C=NCCc1ccccc1 (stereo not drawn)	4.5	-0.2	0.2	-1.9	-0.8	1.8	-2.1	-0.4	0.4	-2.1	1.1
CS(=O)(=O)N1C[C@]2(c3ccccc3)CC1Cc1ccccc12	6.0	-1.2	1.4	3.2	.	1.7	-1.5	-3.2	.	.	5.4
CC(CNC(=O)[C@@H](Cc1ccccc1)NC(=O)[C@H]1O[C@@H](n2cnc3c(=O)[nH]c(N)nc32)[C@H](O)[C@@H]1O)c1ccccc1 (stereo partly drawn)	-1.1	-1.0	2.2	2.1	.	-0.4	-1.6	-2.1	0.1	-0.1	2.7
CSc1ncccc1C(=O)OCn1nnc2ccccc2c1=O	0.9	0.5	0.4	5.6	-0.5	4.5	-0.8	0.1	-0.4	1.8	4.7
COc1ccc2c(-c3ccccc3)cc(SC(C)C(N)=O)nc2c1 (stereo not drawn)	0.3	-1.9	-2.5	-9.9	-1.1	-9.7	-0.1	-16.3	-1.6	-1.4	19.1*
C=CCn1c(SCC(=O)N(CC)C2CCS(=O)(=O)C2)nc2sc3c(c2c1=O)CCC3 (stereo not drawn)	9.1	3.5	-0.2	-6.4	0.3	0.4	0.8	-4.2	-1.4	-0.5	-3.7

Single values from the list.
O=C1CC(c2ccccc2)CC(O)=C1C=NCCc1ccccc1 (stereo not drawn) in DAX1 inh-1 is entered as -0.8
O=C(NC1CCCC1)C(c1ccc(F)cc1)N1CCC(O)(c2ccc(Cl)cc2)CC1 (stereo not drawn) in hcDAF-12 act is entered as -0.1

Other results
compound	MBD2 inh	hcDAF-12 act	hgDAF12 agonist	PLC-beta3 inh	DAX1 inh-1	PLCg1 inh	ssDAF12 agonist	ADAM17 inh	DAX1 inh-2	SMARCA2 act	NR1D1 modulator
COc1ccc(NC(=O)N(C)C[C@@H]2OCCCC[C@@H](C)Oc3ccc(NC(=O)NC4CCCCC4)cc3C(=O)N([C@H](C)CO)C[C@@H]2C)cc1	-1.2	-0.7	2.9	0.5	.	2.1	-1.0	0.2	0.2	-2.5	1.1
O=C(Nc1ccc2oc(=O)ccc2c1)c1ccc(-c2cccc(Cl)c2)o1	1.3	-2.0	2.4	-12.5	0.8	-5.0	-2.2	-3.1	0.0	-2.4	-1.1
O=C(Cc1ccccc1)NCC(=O)Nc1ccccc1Br	4.2	-0.9	-1.6	-9.5	2.4	0.0	-1.0	-2.0	-0.3	0.6	1.4
COc1ccc(-c2noc(N3CCC(C(=O)NCCCN4CCCCC4)CC3)n2)cc1	3.8	0.9	0.4	5.2	0.2	3.5	-1.7	-0.7	1.7	-1.7	-1.1
O=C(N[C@H](C(=O)N1CCC[C@H]1C(=O)NCc1ccccc1)c1ccccc1)c1ccccc1	0.4	-0.3	0.9	1.2	.	1.5	-0.8	-5.8	-0.9	-1.1	0.7
O=C(Cn1cc([N+](=O)[O-])cn1)Nc1nccs1	8.0	0.6	3.0	-5.6	0.4	-0.5	-1.1	-6.1	-0.4	-1.0	-3.9
COc1ccc(CNC(=O)c2csnn2)cc1	-2.6	1.3	0.6	3.3	2.1	2.1	-1.3	-4.8	0.1	-0.7	-6.4
COC(=O)[C@@H]1C[C@@]2(O)[C@@H](O)[C@@H](O)[C@@H](O)C[C@H]2N1C/C=C/c1ccccc1	-0.9	-0.2	-0.9	1.7	0.1	-0.2	-1.1	-3.5	0.5	-1.3	-0.8
COC(=O)c1sc2ccccc2c1NC(=O)c1ccc(S(=O)(=O)N2CCCCC2C)cc1 (stereo not drawn)	8.1	-0.7	-0.1	-16.9	-1.0	-14.8	-1.1	-0.3	0.4	-4.0	-5.6
O=C(c1noc2c1CCCC2)N1CCc2ccccc2C1	0.2	1.6	7.4	-0.8	2.7	2.4	-0.5	-2.7	1.0	2.7	3.3
CCc1nnc(NC(=O)CSc2nnc3scc(-c4ccc(C)cc4)n23)s1	-4.0	0.9	0.7	5.3	-0.3	-0.5	-1.0	-1.1	-0.2	-0.9	0.1
O=C(NCC(=O)N1CCN(c2ncccn2)CC1)c1ccccc1OC(F)F	0.0	2.7	-0.3	-4.7	4.1	-1.7	-0.8	-8.3	-0.4	-2.1	-2.1
O=C(Nc1ccc(C(=O)N2CCCC2)cc1)c1ccccc1Br	-1.4	-0.2	-2.0	-3.8	-0.3	-2.8	-0.7	1.5	2.1	-2.5	-1.0

Screens as filed in PubChem BioAssay.

Outcome played no part in choosing rows. Share with any hit: about 7.4%.
